ELG1 repair inh: inhibitors of ELG1-dependent DNA repair in HEK293T cells; HEK293T ELG1-luciferase reporter, luminescence, 16 h; DNA damage induced by 5-fluorouridine; Potency, µM (doses to about 46.1 µM), inactives show at the top dose activity change, negative = inhibition, most hits filed as inhibitors; actives 2.3% (n = 330,000); AID 504467; further: potency means the concentration at half of the fitted maximal effect; on the % scale 0 is the no-effect control and ±100 the full control effect; nearly all actives have a fitted effect of over 55% in size
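Quantitative HTS, concentration-response format. 2,000 cells/well co-treated with 5-fluorouridine and compound, 16 hr in 5% CO2 at 37 °C; ONE-Glo luminescence read after 30 min.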
A-T KAP1 phos: candidate therapy for ataxia-telangiectasia | […] A-T fibroblasts, KAP-1 phosphorylation AlphaLISA; neocarzinostatin DNA damage 30 min before lysis | Potency, µM (doses to about 57.5 µM), without a hit: top-dose activation, usual class: activators | actives 0.19% (n = 320,000); further: potency means the concentration at half of the fitted maximal effect; % of control where 0% means no effect; nearly all actives have a fitted effect of over 45% in size
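ATM-like activity read as KAP-1 phosphorylation via AlphaLISA donor/acceptor antibody pairs after lysis and 6 hr at 25C. Cells were ATM-null patient fibroblasts ([…], hTERT), dosed 60 min, then exposed to the DSB inducer NCS for 30 min.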
TRPV1 ag: activates the human vanilloid receptor TRPV1; Q8NER1; TRPV1-expressing cells, Fluo-8 calcium influx, agonist mode; activation, % at 8.33 µM; actives 0.19% (n = 320,000); AID 540275; in the data active means activation above about 80%; inconclusive means between about 30% and that limit; further: 0% is about no effect
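Fluo-8 calcium influx in TRPV1-expressing cells, kinetic read (ex 480/em 520 nm). Compound added and read 3 min for agonist activity, followed by capsaicin at EC20 final and 2 min further read for enhancement.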
B2AR arrestin: beta2AR (human) beta-arrestin recruitment activity; Potency, µM (series often up to 46.1 µM), for inactives: at the top dose activation, actives largely listed as activators; AID 492947; P07550; beta-arrestin recruitment to beta2AR, cell-based reporter; actives 0.02% (n = 330,000);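 further: potency means the concentration at half of the fitted maximal effect; 0% = DMSO controls and full agonism = EC100 isoproterenol or metaproterenol; nearly all actives have a fitted effect of over 65% in size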
Target sequence (P07550 whole entry, looked up): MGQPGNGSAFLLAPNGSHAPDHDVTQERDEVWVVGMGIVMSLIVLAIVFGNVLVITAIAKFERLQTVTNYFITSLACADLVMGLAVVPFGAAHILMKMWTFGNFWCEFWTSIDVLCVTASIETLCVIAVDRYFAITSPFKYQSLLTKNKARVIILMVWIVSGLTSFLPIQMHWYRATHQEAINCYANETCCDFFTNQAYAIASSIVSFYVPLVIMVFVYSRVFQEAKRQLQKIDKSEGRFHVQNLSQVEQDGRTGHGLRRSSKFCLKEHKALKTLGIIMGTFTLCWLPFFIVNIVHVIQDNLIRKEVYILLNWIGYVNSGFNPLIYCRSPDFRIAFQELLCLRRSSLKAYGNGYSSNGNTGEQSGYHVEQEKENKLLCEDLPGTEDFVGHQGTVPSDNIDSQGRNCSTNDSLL
TCR act: activators of T cell receptors; primary human leukocytes, anti-CD3, IL-2 HTRF, 48 h; Potency, µM (series often up to 9.22 µM), for the others: at the top dose activation of IL-2 secretion, hits mostly activators; 330,000 tested, under 10 active; AID 504894; further: % of control where 0% means no effect
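TCR engagement came from a-CD3 beads alone, with compounds added to primary human leukocytes for 48 hr. Secreted IL-2 bridged europium cryptate- and d2-labelled anti-IL-2 antibodies, giving FRET emission at 665nm after 320nm excitation.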
BRCA1 expr up: increases BRCA1 expression; MCF7-BRCA1-FFLuc reporter, luminescence, 48 h; response scale: scaled: vehicle 0%, 10 µM genistein 100%; AID 624202; Potency, µM (titrated, usually from 46.1 µM), for the others: at the top dose activation, usual class: activators; actives 1.1% (n = 380,000); further: potency means the concentration at half of the fitted maximal effect; nearly all actives have a fitted effect of over 80% in size; some results filed as inactive show a strong effect at the top dose
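First, MCF7-BRCA1-FFLuc cells (2000/well) attach for 2 h; next, compounds are pin-added and incubated 48 h at 37 °C; finally, luciferase reagent is added and luminescence read after 15 min.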
PTAP TSG101 blk: blocks PTAP/TSG101 interaction to inhibit HIV-1 budding | Q99816 | 340,000 tested, under 10 active | Fluorescence polarization, FITC-PTAP peptide / Tsg101 binding | Potency, µM (doses to about 115 µM), inactives show top-dose activity change, negative = inhibition, hits mostly inhibitors | AID 493005; active means well fitted inhibition curve with a large enough effect in the main read-out, with a control signal flat, not every such curve was filed as active; inconclusive means small, poorly fitted or top-dose-only effect, or effect the other way, or a change in a side signal; inactive means no such curve, though single readings can be large or run the other way; further: potency means the concentration at half of the fitted maximal effect; % of control where 0% means no effect
Target sequence (Q99816 whole entry, looked up): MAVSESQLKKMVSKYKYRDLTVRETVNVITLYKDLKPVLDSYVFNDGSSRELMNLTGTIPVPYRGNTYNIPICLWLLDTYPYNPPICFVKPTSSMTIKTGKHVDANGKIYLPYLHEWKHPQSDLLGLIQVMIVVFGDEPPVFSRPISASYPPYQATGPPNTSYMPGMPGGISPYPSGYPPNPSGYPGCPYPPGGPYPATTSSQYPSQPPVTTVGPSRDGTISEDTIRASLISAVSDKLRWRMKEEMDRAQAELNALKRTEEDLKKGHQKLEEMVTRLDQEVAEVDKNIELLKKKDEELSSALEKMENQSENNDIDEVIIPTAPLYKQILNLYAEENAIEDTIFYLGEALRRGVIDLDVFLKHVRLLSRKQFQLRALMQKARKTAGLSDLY
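Compounds were pin-transferred onto Tsg101 binding domain (10 uM final) in HEPES pH 7.5 buffer, then FITC-PTAP peptide was added at 50 nM final. After 20 min at RT, polarization reported peptide displacement across a qHTS concentration series.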
p53 reactivator: restores transcriptional activity of mutant p53 | H1299 p53-A138V BP100-luciferase reporter, luminescence, 24 h | Potency, µM (titrated, usually from 92.2 µM), for inactives: at the highest dose activity change, positive = activation, most hits filed as activators | actives 0.063% (n = 320,000); further: potency means the concentration at half of the fitted maximal effect; % of control where 0% means no effect; nearly all actives have a fitted effect of over 45% in size
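H1299 (p53-null), stable ts p53-A138V + BP100-Luc; 1000 cells/well, Opti-MEM/10% FBS; cpd 4 pt, 1:5; 24 h, 37 deg C, 5% CO2; detection reagent 10 min RT; luminescence.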
CXXC DNA block: inhibitors of human MLL CXXC domain-DNA interaction. MLL-CXXC / FITC-HOXA9 DNA fluorescence polarization. AID 2662. Potency, µM (doses to about 115 µM), inactives show at the top dose activity change, negative = inhibition, hits mostly inhibitors. actives 0.037% (n = 290,000); active means well fitted inhibition curve with a large enough effect in the polarisation, with a control signal flat, not every such curve was filed as active; inconclusive means small, poorly fitted or top-dose-only effect, or effect the other way, or a change in a side signal; inactive means no such curve, though single readings can be large or run the other way; the % refers to the polarisation; further: potency means the concentration at half of the fitted maximal effect
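Purified MLL-CXXC (added from a 7 uM solution) was preincubated 5 min at ambient with pinned compounds in 50 mM Tris-HCl pH 7.5, 50 mM NaCl, 1 mM DTT, 0.05% BSA. Fluorescein-labeled HOX-A9 DNA (50 nM solution) followed, 30 min, then polarization read.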
Integrin act MD: integrin-mediated muscular dystrophy alleviation activation. alpha7betagal myoblasts, beta-gal FDG fluorescence, 48 h. Potency, µM (highest dose often 38.3 µM), inactives show at the highest dose activation, usual class: activators. actives 0.064% (n = 350,000). AID 624291;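 further: potency means the concentration at half of the fitted maximal effect; 100% = response of the positive control SU9516; nearly all actives have a fitted effect of over 60% in size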
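Alpha7betagal+/- myoblasts (passage 13) were plated 16-24 hr, then exposed to compounds (1:260 dilution of DMSO stock) for 48 hours at 37C. After MPER lysis, β-galactosidase reporter activity was read as FDG fluorescence (ex 480/em 540) after 30 minutes.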
Active calls of the source: *; ? = inconclusive; · = not tested or not shown; [ ] = remark or other dose. Unless noted, the call rests on the fitted dose curve; in most records, active means well fitted curve in the direction sought with a large enough effect; inconclusive means small, poorly fitted or top-dose-only effect, or another doubt; inactive means no such curve, though single readings can be large; an effect the other way counts as inactive or inconclusive. Outcome played no part in choosing rows. Share with any hit: about 3.8%.

SMILES | ELG1 repair inh | A-T KAP1 phos | TRPV1 ag | B2AR arrestin | TCR act | BRCA1 expr up | PTAP TSG101 blk | p53 reactivator | CXXC DNA block | Integrin act MD
Cc1nc2ccccc2n1CC(=O)N1CC(=O)Nc2ccccc21 | -1% | -2% | 2 | -0.2% | 0% | 0% | -6% | -1% | 5% | -18%
O=C(OCC(=O)c1ccc[nH]1)c1ccc(F)c(S(=O)(=O)N2CCOCC2)c1 | -15% | ? | · | -0.8% | · | 6% | -3% | 0% | · | 6%
Nc1c(Cl)c(Cl)nc(C(=O)N/N=C/c2cccnc2)c1Cl | ? | -1% | -1 | -0.3% | -1% | -40% | -2% | -6% | 10% | 34%
N/C(=N\OC(=O)c1cc(-c2ccccc2)nc2ccccc12)c1ccncc1 | -14% | 4% | -2 | -0.1% | -6% | -11% | -7% | -2% | 8% | 16%
NNC(=O)c1cc(Br)cs1 | -9% | -3% | -4 | 0.1% | 1%[46.1 µM] | -40% | 2% | 16% | 0% | 4%
CSc1ccc(/C=N/n2c(Cc3ccc(Br)cc3)n[nH]c2=S)cc1 | -19% | 11% | 3 | 0.1% | 1% | 3% | -2% | -2% | 20% | 11%
Cc1cccc(NC(=O)CSCC(=O)Nc2cc(S(=O)(=O)N3CCOCC3)ccc2OC(C)C)c1 | -8% | 3% | 3 | -0.2% | -1% | -11% | -4% | -4% | · | -16%
CC1(C)NC(C)(C)c2nonc2/C1=N\O | 5% | 11% | 0 | -0.3% | · | -1% | -3% | -1% | 10% | -12%
Cc1nc(Nc2ccccc2)sc1C | 2% | -3% | 0 | 0.2% | 4% | 28% | -1% | 9% | 22% | 9%
Cc1ccc(C)c(N2CCN(C(=O)Cn3c(=O)[nH]c4ccsc4c3=O)CC2)c1 | ? | -3% | 20 | -1.0% | 3% | -16% | -2% | -1% | 6% | 3%
O=C(CSc1nnc(-c2ccncc2)s1)Nc1ccccc1 | -4% | 0% | 1 | 0.2% | 5% | -31% | 1% | 9% | 12% | 16%
Cn1c(=O)c2c(nc(N3CCCCC3)n2CCSc2nc3ccccc3s2)n(C)c1=O | -23% | 3% | ? | -0.1% | 4% | -28% | -1% | 10% | -7% | 0%[7.66 µM]
Cc1ccc(N=Cc2c(O)n(-c3nccs3)c(=O)c3ccccc23)cc1 | 18µM* | -3% | -3 | 0.1% | 1%[46.1 µM] | -18% | -3% | -5% | 6% | 12%
CC(C)CN(CC(C)C)C(=O)c1cc2c(=O)n3ccccc3nc2s1 | 6% | 13µM* | ? | -0.3% | -2% | -1% | -2% | -2% | 10% | -13%
COc1cc(OC)cc(C(=O)N[C@H](C(=O)OCC(=O)NC(=O)c2cccn2C)C(C)C)c1 | 0% | 0% | 0 | -0.3% | 3% | -9% | -10% | -3% | 1% | 5%
COc1cc(OC)cc(C(=O)Nc2ccc(S(=O)(=O)N3CCOCC3)cc2)c1 | -4% | -3% | 6 | -0.5% | 30% | -4% | -4% | · | 1% | 3%
Cc1n[nH]c(C)c1S(=O)(=O)N1CCN(C(=O)c2ccco2)CC1 | 18% | 1% | 0 | 3.1% | 10% | 7% | -9% | -20% | -4% | -3%
Cc1occc1C(=O)NNC1=CC(=O)CC(C)(C)C1 | -3% | 1% | 2 | -3.0% | 2%[46.1 µM] | 2% | -10% | -7% | -6% | 1%
Cc1ccc(C2C(C(=O)c3sc(C)nc3C)=C(O)C(=O)N2CCN2CCOCC2)o1 (centres undefined) | -18% | -1% | 2 | 0.4% | -7% | -11% | 0% | 10% | 1% | -15%
COc1ccc(CNC(=O)C(CC(C)C)NC(=O)c2ccccc2C)cc1 (centres undefined) | -18% | 2% | 1 | 0.3% | 5% | -21% | 1% | -2% | -1% | 3%
COc1ccc(N2CCN(CC(=O)N3CCC(C)CC3)CC2)cc1 | -7% | 7% | 1 | -0.1% | -3% | 5% | 6% | -1% | 6% | -13%
CC1Cc2cc(/C(O)=C3/C(=O)C(=O)N(Cc4ccncc4)C3c3ccc(N(C)C)cc3)ccc2O1 (centres undefined) | 8% | -16% | -1 | -0.2% | -10% | -3% | 0% | 7% | 4% | 14%
C=CCn1c(Cc2ccc(OC)cc2)nnc1SCC(N)=O | 0% | 3% | 2 | 0.1% | 3% | -12% | -1% | 2% | -2% | -19%
CC(=O)OCC1OC(n2c3c(cc(C#N)c2=S)CCCC3)C(OC(C)=O)C(OC(C)=O)C1OC(C)=O (centres undefined) | · | · | · | · | -4% | -10% | -2% | · | · | -24%
O=c1oc2cc(Br)ccc2n1Cc1ccccc1 | 8% | 7% | 15 | -0.5% | · | -13% | 0% | · | -6% | 17%
SMILES | ELG1 repair inh | A-T KAP1 phos | TRPV1 ag | B2AR arrestin | TCR act | BRCA1 expr up | PTAP TSG101 blk | p53 reactivator | CXXC DNA block | Integrin act MD
CCCN1Cc2cccc(C(=O)NCc3cccs3)c2C1=O | ? | 4% | 13 | -0.1% | -4% | -7% | -7% | -5% | -1% | 20%
CCC(=O)c1cn(CC(=O)NCC2CCCO2)c2ccccc12 (centres undefined) | 15% | -2% | -1 | -0.3% | -10% | 7% | -12% | 6% | -11% | 8%
Cc1nn(Cc2ccccc2)c(Cl)c1C(=O)OC1CCOC1=O (centres undefined) | 3% | 16% | -5 | -0.1% | -6% | 8% | -5% | 11% | 2% | 11%
CCN(CC)c1ccc(C(=C2C=CC(=[N+](CC)CC)C=C2)c2ccccc2)cc1 | · | · | · | · | 5% | -85% | -2% | · | · | ?
COc1ccc(CC(=O)OCC(=O)Nc2ccc(Cl)cc2C)cc1 | 10% | -8% | · | -0.9% | 4%[46.1 µM] | 0% | 1% | 6% | · | -6%
CC(C)[C@H](N)C(=O)NC[C@H]1CC[C@H](C(=O)N[C@@H](Cc2ccccc2)C(=O)O)CC1 | 0% | 8% | 2 | 0.2% | 13% | -2% | 0% | 0% | 36% | -14%
O=C(O)CC(c1ccc(C(F)(F)F)cc1)N1Cc2ccccc2C1=O (centres undefined) | 0% | -30% | -3 | 0.3% | -12% | -1% | -2% | -5% | 2% | 1%
O=S(=O)(c1cccc(C(F)(F)F)c1)N1CCN(c2nnnn2-c2ccccc2)CC1 | 20% | 6% | -2 | -0.7% | · | 5% | 2% | 6% | 1% | 3%[7.66 µM]
CCC(C)C(NC(=O)OC(C)(C)C)C(=O)NCc1ccco1 (centres undefined) | -2% | 2% | -1 | -0.1% | 1% | -15% | -6% | 0% | 5% | 17%
COc1cccc(CNC(=O)c2ccc(C)c(S(=O)(=O)N3CCOCC3)c2)c1 | 1% | 0% | 27 | -0.1% | -5% | 12% | -5% | 0% | · | 32%
Cc1cc2c3c(c1)C1(C(=O)N3C(C)(C)CC2C)C(C#N)=C(N)Oc2n[nH]c(C)c21 (centres undefined) | ? | 2% | -3 | -1.0% | -33% | -52% | -9% | -26% | 2% | -20%
Cc1cc(/C=N/NC(=O)c2nn(C)cc2Cl)c(C)n1-c1cccc(Br)c1 | ? | -7% | 13 | -0.2% | -6% | 7% | -5% | 13% | 3% | 13%

Ordered by molar mass (descending): 7 of the compounds above
SMILES | ELG1 repair inh | A-T KAP1 phos | TRPV1 ag | B2AR arrestin | TCR act | BRCA1 expr up | PTAP TSG101 blk | p53 reactivator | CXXC DNA block | Integrin act MD
O=S(=O)(c1cccc(C(F)(F)F)c1)N1CCN(c2nnnn2-c2ccccc2)CC1 | 20% | 6% | -2 | -0.7% | · | 5% | 2% | 6% | 1% | 3%[7.66 µM]
Cc1cc(/C=N/NC(=O)c2nn(C)cc2Cl)c(C)n1-c1cccc(Br)c1 | ? | -7% | 13 | -0.2% | -6% | 7% | -5% | 13% | 3% | 13%
COc1cccc(CNC(=O)c2ccc(C)c(S(=O)(=O)N3CCOCC3)c2)c1 | 1% | 0% | 27 | -0.1% | -5% | 12% | -5% | 0% | · | 32%
CCN(CC)c1ccc(C(=C2C=CC(=[N+](CC)CC)C=C2)c2ccccc2)cc1 | · | · | · | · | 5% | -85% | -2% | · | · | ?
O=C(O)CC(c1ccc(C(F)(F)F)cc1)N1Cc2ccccc2C1=O (centres undefined) | 0% | -30% | -3 | 0.3% | -12% | -1% | -2% | -5% | 2% | 1%
Cc1nn(Cc2ccccc2)c(Cl)c1C(=O)OC1CCOC1=O (centres undefined) | 3% | 16% | -5 | -0.1% | -6% | 8% | -5% | 11% | 2% | 11%
CCCN1Cc2cccc(C(=O)NCc3cccs3)c2C1=O | ? | 4% | 13 | -0.1% | -4% | -7% | -7% | -5% | -1% | 20%

Compound activity deposited in PubChem BioAssay by National Center for Advancing Translational Sciences (NCATS).
